# NPY-Y2 antag: antagonists of human neuropeptide Y receptor Y2; P49146; NPY-Y2 expressing cells, antagonist mode; inhibition, % at 2.7 µM; hit rate 0.99% among 140,000; AID 793; in the data active = inhibition above about 17%;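 also: 0% = vehicle with agonist challenge and 100% = reference antagonist with challenge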
# Target sequence (P49146 whole entry, looked up): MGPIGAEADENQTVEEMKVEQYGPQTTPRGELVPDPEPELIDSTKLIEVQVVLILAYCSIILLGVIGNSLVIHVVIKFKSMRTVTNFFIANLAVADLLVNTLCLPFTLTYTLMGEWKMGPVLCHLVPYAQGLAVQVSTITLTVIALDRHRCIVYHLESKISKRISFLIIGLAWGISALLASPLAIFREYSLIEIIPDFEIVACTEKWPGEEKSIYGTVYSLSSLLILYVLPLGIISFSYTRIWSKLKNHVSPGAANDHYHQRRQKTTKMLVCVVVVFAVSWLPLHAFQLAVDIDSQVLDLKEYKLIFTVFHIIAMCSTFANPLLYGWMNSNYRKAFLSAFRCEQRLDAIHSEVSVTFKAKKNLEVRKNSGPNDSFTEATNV
# MRP1 act: MRP-1 activation; hit rate 0.61% among 140,000; AID 799; H69AR cells + doxorubicin, viability rescue, CellTiter-Glo; viability increase, % at 10 µM;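 active = viability gain under doxorubicin at or above a set limit, the compound median plus 3 SD, cut at about 4.7% in these data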;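 also: MRP-1 overexpressing cells given doxorubicin 25 µM after compound pretreatment; 18-22 h compound pretreatment then 72 h with doxorubicin before readout; 0% = doxorubicin-only wells and 100% = vehicle-treated cells without doxorubicin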
# Yeast life ext: extends the lifespan of yeast; hit rate 0.68% among 130,000; S. cerevisiae growth with nicotinamide, OD615; deaD strain in restrictive glucose medium; inhibition of the nicotinamide effect, % at 10 µM; AID 775;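 active = inhibition above a set limit, placed 3 SD over the median of all compounds, cut at about 26% in these data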;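 also: 0% = nicotinamide-treated wells and 100% = cells grown without nicotinamide; some compounds called inactive have numbers as strong as hits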
#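 assay system = DeaD-strain S. cerevisiae | measured by = absorbance at 615 nm | probe or stimulus = nicotinamide 1.5 mM | buffer or medium = CSMM-D glucose medium, restrictive | times = 48 h at 30 °C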
# E-sel TNF inh: blocks E-selectin expression induced by TNF alpha | inhibition, % at 2 µM | hit rate 0.71% among 120,000 | HUVEC TNFa-induced E-selectin immunofluorescence, high content;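 active = inhibition above the batch mean plus 3 SD, and confirmed as a hit on visual image review, cut at about 43% in these data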;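 also: 0% = TNF-stimulated DMSO wells and 100% = unstimulated control wells; not every result past the cut was called active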
# bCat KO growth: beta-catenin-lacking colon tumor cell growth suppression; HCT116 beta-catenin knockout viability, CellTiter-Glo, 60 h; hits give low values; viability, % at 10 µM; hit rate 1.5% among 140,000;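 active = viability at or under a set limit, the compound median less 4 SD, cut at about 6% in these data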;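 also: 0% = Hyamine 1622 control at 20 µM and 100% = untreated cell control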
# Yeast growth inh: reduces growth of yeast BB579 in restrictive medium | S. cerevisiae BB579 growth, OD615, 48 h | inhibition, % at 10 µM | hit rate 0.51% among 140,000;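 active = inhibition above a set limit, 3 SD over the mean compound inhibition, cut at about 44% in these data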; also: inactives centre near -24
#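 Test system: S. cerevisiae DeaD strain BB579 yeast; Medium: restrictive CSMM-D medium; Compound: one dose, 10 µM compound with 0.25% DMSO; Incubation: 4 h cell preincubation, 48 h compound exposure, 30 °C humidified; Signal: OD at 615 nm; Benchmarks: amphotericin B at 10 µg/mL as positive control.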
# Measles CPE: protection of cells from measles virus; Measles virus-infected cells, CPE protection, absorbance; protection (pct of control), % at 4 µM; hit rate 1.5% among 140,000; AID 841; in the data active = protection mostly above about 24%, no sharp cut-off; inactive = mostly below about 26%; also: some compounds called inactive have numbers as strong as hits
# GALR2 antag: antagonists of human galanin receptor 2 (GALR2); O43603; inhibition, % at 4 µM; hit rate 0.39% among 140,000; GALR2-expressing cells, antagonist mode; in the data active = inhibition above about 27%;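 also: cells stimulated with galanin 1-16 at roughly its EC80; 0% = agonist challenge control and 100% = basal control without agonist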
# Target sequence (O43603 whole entry, looked up): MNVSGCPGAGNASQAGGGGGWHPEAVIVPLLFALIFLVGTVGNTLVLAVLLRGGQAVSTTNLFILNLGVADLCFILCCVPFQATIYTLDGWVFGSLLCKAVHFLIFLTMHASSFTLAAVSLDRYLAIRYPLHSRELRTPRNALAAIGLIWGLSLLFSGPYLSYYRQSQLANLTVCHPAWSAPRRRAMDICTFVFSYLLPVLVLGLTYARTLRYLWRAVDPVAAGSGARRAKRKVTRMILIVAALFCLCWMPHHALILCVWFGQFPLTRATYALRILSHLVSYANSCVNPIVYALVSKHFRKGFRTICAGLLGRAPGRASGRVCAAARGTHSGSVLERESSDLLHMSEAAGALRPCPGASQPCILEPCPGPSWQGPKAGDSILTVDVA
# Phagocytosis inh: inhibitors of macrophage phagocytosis; AID 1029; inhibition, % at 5 µM; hit rate 0.07% among 110,000; J774A.1 macrophage IgG-bead phagocytosis, imaging;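 active = inhibition above the mean of the plate negative controls plus 5 SD, cut at about 13% in these data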;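 also: phagocytic index as fraction of beads internalized from green versus red external bead signal; plate controls were DMSO negative control for no effect and cytochalasin-D positive control for full effect; some results beyond the cut were filed as inactive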
# HCT116 PTEN-null: PTEN-deleted cell growth suppression; HCT116 PTEN-null viability, CellTiter-Glo, 60 h; hits give low values; viability, % at 10 µM; hit rate 1.2% among 140,000;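 active = viability at or below a set limit, 4 SD under the median of all tested compounds, cut at about 3.7% in these data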;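 also: PTEN knockout HCT116 line with beta catenin targeted HCT116 as companion control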
# Active calls of the source: *; · = not tested or not shown; & = joins results of further samples. Random draw from the library; about 6.2% have a hit in one of these screens.
smiles,E-sel TNF inh,GALR2 antag,Yeast growth inh,Measles CPE,HCT116 PTEN-null,NPY-Y2 antag,bCat KO growth,Phagocytosis inh,Yeast life ext,MRP1 act
Nc1cccnc1Sc1ccc([N+](=O)[O-])cn1,5,9,-29,5,92,0,97,-5,7,-1.9
COc1cccc(Oc2cncnc2-c2ccc(OC)cc2O)c1,25,2,-57,·,86,7,89,0,-7,-0.5
Cc1ccccc1-n1c(SCc2ccccn2)nc2n[nH]c(C)c2c1=N,-21,-1,-47,34,86,1,72,6,-1,-1.9
Cc1cc(=O)oc2cc(OCC(=O)OCC(=O)Nc3ccccc3C(C)C)ccc12,-2,-1,-51,9,86,3,83,-9,-2,-0.6
Cc1ccc(NC(=O)CCC(C(=O)O)N2C(=O)c3ccccc3C2=O)cc1 (stereo not given),·,5,-44,4,93,2,95,-2,-17,1.3
O=C(NC1CCCCC1)C(c1ccc(F)cc1)N(Cc1ccco1)C(=O)Cn1nnc2ccccc21 (stereo not given),0,-8,-12,12,90,36*,93,1,14,-2.6
Cc1csc(N(C(=O)c2cccc(S(=O)(=O)N(C)C)c2)c2ccccc2)n1,-12,10,-27,2,63,1,75,2,-6,-1.4
COc1ccccc1CNC(=O)c1cnc2ccccn2c1=O,-22,-1,19,24,100,0,81,-1,-12,-1.8
CCCCCCC(=O)Nc1nc(C)c(-c2csc(Nc3cccc(OC)c3)n2)s1,-8,-22,-50,11,76,8,74,-2,-22,2.8
COc1cnc(-c2ccccc2)nc1Oc1ccc(C(C)(C)C)cc1,-12,2,-47,·,68,-3,75,0,-12,2.8
CCOC(=O)Cn1c(=O)c(-c2ccccc2NC)nc2ccccc21,36,0,-17,12,100,2,94,1,-1,-1.6
O=C(O)C1C2CCC(O2)C1C(=O)NCc1ccc(Cl)cc1 (stereo not given),·,0,17,20,91,-1,91,0,3,-2.1
CSCCC(NC(=O)C1CCC(C)CC1)C(=O)N1CCN(c2ccccn2)CC1 (stereo not given),·,-2,-14,2,82,4,78,·,3,-1.9
CCC(CC)C(=O)Nc1cccc(C(=O)N2CCCCCC2)c1,6,-1,-27,8,90,3,91,-2,-5,-1.2
CCCNC(=O)COc1ccc2c(=O)c(Oc3ccccc3F)coc2c1,-25,10,-50,15,93,0,94,1,-3,-1.9
Cc1ccc(S(=O)(=O)c2cc3c(=O)n4ccccc4nc3n(CC3CCCO3)c2=N)cc1C (stereo not given),5,5,-32,3,73,0,76,-5,7,-0.3
COC(=O)C(C(=O)Nc1cccc(C)n1)C1CCCCCC1 (stereo not given),11,-1,-16,5,67,0,70,·,5,4.4
CSCC[C@H](NC(=O)c1cccc([N+](=O)[O-])c1C)c1nc2ccccc2[nH]1,·,-6,-28,5,77,-1,85,0,3,-1.7
O=C(O)/C=C/C(=O)NC1CCS(=O)(=O)C1 (stereo not given),·,2,-28,6,100,0,98,3,3,-0.7
CCCCn1c(C(C)NC(=O)CCC)nc2ccccc21 (stereo not given),-5,1,3,33,86,0,89,0,-16,-1.4
Cc1ccccc1NC1=C(Cl)C(=O)OC1NC(=O)c1ccccc1 (stereo not given),3,-15,-24,13,96,1,90,0,-8,-1.3
Cc1c(Br)cc(C(=O)NCCCN2CCOCC2)c(C)c1C,·,10,-28,7,100,3,95,2,-2,-4.2
CCOc1ccc(CNC23CN4CN(CN(C4)C2)C3)cc1,2,4,-14,5,93,1,95,-1,-4,-1.4
CC(C)[C@H](NC(=O)c1ccccc1)C(=O)OCC(=O)N1CCCCCC1,17,-1,-20,3,103,3,92,-11,-1,2.5
Cc1nn(-c2ccccc2)c(N)c1N=Nc1ccccc1,-15,8,6,12,54,2,57,·,-7,-1.8
O=C(CN1C(=O)CSC1=O)c1ccccc1,1,-8,1,13,104,2,100,-1,-2,0.3
COC(=O)c1cn(NC(=O)c2cccc(F)c2)c(=O)c2ccccc12,15,2,-23,10,95,6,92,1,-5,-3.1
OC(CN1CCCCC1)CN(c1ccccc1)c1ccccc1 (stereo not given),-1,-5,8,13,93,6,84,2,-11,-0.8
CN(C)S(=O)(=O)c1ccc(NS(=O)(=O)/C=C/c2ccccc2)cc1,99*,5,-26,44*,94,5,95,2,-11,-0.7
COc1ccc(Br)cc1C(=O)Nc1ccc(NC(=O)c2ccco2)cc1,10,-9,-61,14,110,0,94,2,-9,0.6

# Shown as a hit in E-sel TNF inh, among the entries above:
molecule	E-sel TNF inh	GALR2 antag	Yeast growth inh	Measles CPE	NPY-Y2 antag	Phagocytosis inh	Yeast life ext
CN(C)S(=O)(=O)c1ccc(NS(=O)(=O)/C=C/c2ccccc2)cc1	99*	5	-26	44*	5	2	-11

# Structures shown so far with a furan ring, fused or not:
smiles,E-sel TNF inh,GALR2 antag,Yeast growth inh,Measles CPE,HCT116 PTEN-null,NPY-Y2 antag,bCat KO growth,Phagocytosis inh,Yeast life ext,MRP1 act
O=C(NC1CCCCC1)C(c1ccc(F)cc1)N(Cc1ccco1)C(=O)Cn1nnc2ccccc21 (stereo not given),0,-8,-12,12,90,36*,93,1,14,-2.6
COc1ccc(Br)cc1C(=O)Nc1ccc(NC(=O)c2ccco2)cc1,10,-9,-61,14,110,0,94,2,-9,0.6

# Returning to the listing, starting 4 compounds before the break.
smiles,E-sel TNF inh,GALR2 antag,Yeast growth inh,Measles CPE,HCT116 PTEN-null,NPY-Y2 antag,bCat KO growth,Phagocytosis inh,Yeast life ext,MRP1 act
COC(=O)c1cn(NC(=O)c2cccc(F)c2)c(=O)c2ccccc12,15,2,-23,10,95,6,92,1,-5,-3.1
OC(CN1CCCCC1)CN(c1ccccc1)c1ccccc1 (stereo not given),-1,-5,8,13,93,6,84,2,-11,-0.8
CN(C)S(=O)(=O)c1ccc(NS(=O)(=O)/C=C/c2ccccc2)cc1,99*,5,-26,44*,94,5,95,2,-11,-0.7
COc1ccc(Br)cc1C(=O)Nc1ccc(NC(=O)c2ccco2)cc1,10,-9,-61,14,110,0,94,2,-9,0.6
N#Cc1c(NC(=O)c2ccc(N3CCOCC3)c([N+](=O)[O-])c2)sc2c1CCCC2,·,14,-32,·,76,2,89,-7,-4,-1.0
COc1cc(S(=O)(=O)N(Cc2cccs2)C2CC2)ccc1-n1cnnn1,12,-4,-25,6,90,1,99,·,·,-4.6
CCOC(=O)/C(=N\Nc1cc(C(F)(F)F)ccc1Cl)N(CC)CC,·,12,-3,10,76&84,-2,90,-1,-18,-1.2
O=C(O)CSc1nc(-c2ccccc2)cc(=O)[nH]1,6,-10,-11,6,112,2,106,-1,-2,1.1
Cc1c(NC(=O)CSc2nncc3ccccc23)c(=O)n(-c2ccccc2)n1C,-19,-5,0,25,92,0,98,·,·,-0.9
COc1ccc(C2CC(=O)C=C(NCCC(C)C)C2)cc1 (stereo not given),-2,-4,-10,6,66,13,63,·,·,-3.5
CCOc1ccccc1Nc1nnc(SCc2nnc(-c3cc(OC)c(OC)c(OC)c3)o2)s1,4,-1,-11,13,76,0,88,-7,0,-2.8
COc1ccc(CCNC(=O)CCNS(=O)(=O)c2cccc3nsnc23)cc1OC,-40,14,-34,8,103,5,101,1,0,-0.8
CCOC(=O)/C=C1\SCC(=O)N1CC(=O)NC(c1ccccc1)c1ccccc1,2,1,-25,11,63,11,73,-5,2,-4.8
CCOCCn1c(N2CCN(c3ccc(OC)cc3)CC2)nc2c1c(=O)n(C)c(=O)n2C,1,-8,-26,26,75,2,87,·,-11,-2.8
O=C(CC1(O)C(=O)Nc2cc(Cl)cc(Cl)c21)c1ccccc1O (stereo not given),-16,1,-18,9,75,3,68,·,-2,-3.9
CN(C(=O)c1ccc(NC(=O)C2CC=CCC2C(=O)O)cc1)c1ccccc1 (stereo not given),-56,1,9,3,110,1,103,0,-17,-0.2
Cc1ccc2c(c1)C(O)(CC(=O)c1cccnc1)C(=O)N2 (stereo not given),9,8,-63,8,98,5,92,2,-14,-1.5
CCn1c(SCC(=O)NC2CCCc3ccccc32)nnc1-c1cccs1 (stereo not given),·,2,-60,11,87,2,98,·,-6,-1.1
CCn1nnnc1-c1ccc(OC)c(S(=O)(=O)Nc2ccc(C)c(C)c2)c1,13,-3,-15,5,103,0,114,0,-14,-0.6
CCn1c(NC(=O)c2nn(C)cc2Br)nc2ccccc21,-2,-13,-34,4,41,0,42,-5,-7,-2.5
Cn1cccc1C(=O)NC(=O)COC(=O)c1ccc(O)cc1,-17,0,2,6,93,1,88,-1,-8,-2.7
COC(=O)c1ccc(-c2ccc(CNCC(O)c3ccccc3)o2)cc1 (stereo not given),·,13,12,12,88,9,87,-1,-25,-3.0
COc1ccc(N2CCC(CNC(=S)Nc3cccc(OC)c3)C2)cc1 (stereo not given),-4,10,-6,5,97,0,90,-10,-5,-3.7
O=C(NCCc1c[nH]c2ccccc12)C1CCN(c2nnc(N3CCCC3=O)s2)CC1,2,-7,-29,7,95,2,102,·,-8,-3.7
COC(=O)c1cccc(CSc2nc3ccccc3[nH]2)c1,·,13,-30,3,73,7,74,4,-5,-0.7
O=C(CSc1nnc2ccc3ccccc3n12)N1CCOCC1,·,-6,-13,15,107,-1,99,6,2,-1.6
CCN(CC)c1ccc(NC(=O)Cn2cc3c(n2)CCC(C)C3)c(C)c1 (stereo not given),-17,-2,4,9,76,7,82,1,-6,-1.3
CCOc1ccccc1-n1nnnc1SCc1nc2ccccc2s1,22,7,-65,14,69,6,77,·,12,-5.0
COc1ccc(-c2nn(-c3ccccc3)cc2/C=C/C(=O)OCC(=O)Nc2cccc(C#N)c2)cc1,·,-17,-22,16,43,1,40,-8,-5,-2.4

# Retrieved by compound from the list above:
smiles,E-sel TNF inh,GALR2 antag,Yeast growth inh,Measles CPE,HCT116 PTEN-null,NPY-Y2 antag,bCat KO growth,Phagocytosis inh,Yeast life ext,MRP1 act
COc1ccc(N2CCC(CNC(=S)Nc3cccc(OC)c3)C2)cc1 (stereo not given),-4,10,-6,5,97,0,90,-10,-5,-3.7
CCOC(=O)/C=C1\SCC(=O)N1CC(=O)NC(c1ccccc1)c1ccccc1,2,1,-25,11,63,11,73,-5,2,-4.8
